# Bioassay records deposited in PubChem BioAssay by several laboratories.
# ARFGAP1 inh: inhibits rat ARF GTPase activating protein 1. Arfgap1-stimulated ARF1 GTP hydrolysis, GDP FP detection. inhibition, % at 16.5 µM. hit rate 0.26% among 360,000. AID 651572;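 active = inhibition above a per-plate limit, mean inhibition of low control wells plus 3 SD, cut at about 25% in these data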;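 note: 0% = DMSO wells with enzyme and 100% = wells lacking Arfgap1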
#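 Material: rat Arfgap1 catalytic domain, aa 1-136; also added: human ARF1(Δ1-17)-GTP substrate; compound dosing: one concentration, 16.5 µM, DMSO 1.26%; incubation: GTP hydrolysis reaction 2 h at 25 °C; measured by: Tracer-displacement fluorescence polarization with EDTA stop, 620/688 nm; evaluation: % inhibition from polarization; repeats: one replicate per compound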
# HGIII-sPLA2 inh: Inhibits HGIII-sPLA2 liposome hydrolysis, primary screen; inhibition, % at 12.2 µM; AID 743126; hit rate 0.56% among 370,000; QFRET BODIPY PC-A2 liposome hydrolysis, fluorescence;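 active = inhibition above mean plus 3 SD of compounds lying within the high and low control bounds, cut at about 19% in these data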;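 note: 0% = median of test compound wells and 100% = no enzyme DMSO wells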
# Target sequence (Q9NZ20 whole entry, looked up): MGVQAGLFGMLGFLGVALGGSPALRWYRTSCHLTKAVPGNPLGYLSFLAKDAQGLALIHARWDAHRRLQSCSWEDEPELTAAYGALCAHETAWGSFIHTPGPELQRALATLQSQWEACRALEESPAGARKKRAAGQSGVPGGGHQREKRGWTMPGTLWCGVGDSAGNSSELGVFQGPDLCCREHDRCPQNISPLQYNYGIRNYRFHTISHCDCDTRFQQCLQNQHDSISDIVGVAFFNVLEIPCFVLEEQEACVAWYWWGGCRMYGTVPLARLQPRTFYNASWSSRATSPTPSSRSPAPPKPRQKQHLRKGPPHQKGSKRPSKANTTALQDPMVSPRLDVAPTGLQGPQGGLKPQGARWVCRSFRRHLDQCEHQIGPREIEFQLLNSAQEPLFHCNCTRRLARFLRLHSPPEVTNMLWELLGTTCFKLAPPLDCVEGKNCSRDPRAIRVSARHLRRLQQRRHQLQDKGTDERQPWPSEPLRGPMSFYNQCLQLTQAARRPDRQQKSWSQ
# UHRF1 binding: blocks human UHRF1 binding to methylated DNA | hit rate 0.75% among 370,000 | inhibition, % at 4.4 µM | UHRF1 binding to methylated oligo, TR-FRET; in the data active = inhibition above about 21%;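 note: UHRF1 SRA domain binding a hemimethylated CpG hairpin DNA probe; 0% = median of test compound wells and 100% = reference inhibitor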
# DDE Tn7 FP inh: DD(E)-Tn7 binding inhibition, primary FP screen. inhibition, % at 8.3 µM. FP displacement of FITC-Tn7 peptide from fibrin DD(E); 0% = median of compound wells per plate. P02675. hit rate 0.13% among 370,000. AID 720508;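 active = inhibition above the mean of compounds falling within the control limits plus 3 SD of them, cut at about 14% in these data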;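 note: 0% = plate median of compound wells and 100% = 10 µM Aha-Tn7 peptide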
# Target sequence (P02675 whole entry, looked up): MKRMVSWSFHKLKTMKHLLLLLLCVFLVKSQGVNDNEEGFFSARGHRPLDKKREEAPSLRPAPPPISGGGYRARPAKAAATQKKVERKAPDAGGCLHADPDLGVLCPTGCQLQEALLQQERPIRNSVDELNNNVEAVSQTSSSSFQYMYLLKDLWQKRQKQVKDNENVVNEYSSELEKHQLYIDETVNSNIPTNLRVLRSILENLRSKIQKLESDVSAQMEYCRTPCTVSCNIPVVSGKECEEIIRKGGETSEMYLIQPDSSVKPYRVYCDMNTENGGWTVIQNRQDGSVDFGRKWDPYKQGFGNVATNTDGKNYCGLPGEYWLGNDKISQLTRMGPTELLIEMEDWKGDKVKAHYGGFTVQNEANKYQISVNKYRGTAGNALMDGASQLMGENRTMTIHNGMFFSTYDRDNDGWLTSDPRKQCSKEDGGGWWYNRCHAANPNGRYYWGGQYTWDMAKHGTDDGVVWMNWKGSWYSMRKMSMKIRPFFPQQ
#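 assay system = human clot-derived fibrin DD(E) complex | quantity = Fibrin-DD(E) at 2 µM final | timing = 10 min preincubation, 3 h with tracer, room temperature | signal = fluorescence polarization | measure = percent inhibition | benchmarks = high control wells with 10 µM unlabelled Aha-Tn7 peptide (full inhibition) | replicates = singlicate testing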
# proKLK7 act: activators of human kallikrein-7 zymogen. P49862. purified proKLK7, EDANS-DABCYL substrate fluorescence; 100% is mature enzyme control, 0% vehicle. activation, % at 7 µM. hit rate 0.9% among 370,000. AID 652039;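 active = activation above the mean of all tested compounds plus 3 SD, computed per campaign excluding outliers beyond control limits, cut at about 13% in these data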
# DDE Tn6 FP inh: inhibitors of Tn6 peptide binding to human fibrin DD(E); inhibition, % at 8.3 µM; P02675; Fibrin DD(E) TRITC-Tn6 fluorescence polarization displacement; hit rate 0.21% among 370,000; AID 720509;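 active = inhibition above a per-campaign cutoff: mean of compounds within control limits plus 3 SD, cut at about 15% in these data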;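 note: 0% = median of all compound wells on the plate and 100% = blocking peptide control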
# PLCb3 inh: PLC-beta3 (human) inhibition, primary screen. inhibition, % at 12.2 µM. hit rate 0.18% among 370,000. Purified PLC-beta3, fluorogenic substrate, fluorescence. Q01970. AID 720704; in the data active = inhibition above about 11%;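 note: 0% = median of compound wells on plate and 100% = full blocker control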
# PLC-gamma1 inh: blocks human PLC-gamma1 enzyme activity; hit rate 0.84% among 370,000; P19174; inhibition, % at 12.2 µM; purified PLC-gamma1, fluorogenic substrate, fluorescence; in the data active = inhibition above about 9.5%
# Rev-erbA mod: modulators of human Rev-erb alpha DNA binding; Rev-erbα–FITC-DNA binding, fluorescence polarization, 90 min; hit rate 0.79% among 370,000; AID 1259318; P20393; activity, % at 10 µM;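 active = activity above about 14%, limit read from the data; passing the limit was not always enough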;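 note: 0% = DMSO wells with 35 nM protein and 100% = DMSO wells with 750 nM protein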
# ASAP1 GAP inh: blocks human ASAP1-stimulated Arf1 GTP hydrolysis; inhibition, % at 16.5 µM; hit rate 0.19% among 360,000; Q9ULH1; GDP FP detection; in the data active = inhibition above about 25%;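 note: 0% = vehicle with enzyme and substrate and 100% = no enzyme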
# * hit, by the source's call; · = no result given.
SMILES,ARFGAP1 inh,HGIII-sPLA2 inh,UHRF1 binding,DDE Tn7 FP inh,proKLK7 act,DDE Tn6 FP inh,PLCb3 inh,PLC-gamma1 inh,Rev-erbA mod,ASAP1 GAP inh
CC(C)[C@H](NC(=O)c1ccccc1)C(=O)OCC(=O)NCCc1ccc(F)cc1,-6,-2,-5,-2,0.8,-2,2,5,-2,5
COc1ccc(-c2cc3ccccc3n2CC(O)CN2CCN(CCO)CC2)cc1 (stereo unspecified),8,2,0,-2,-0.7,6,-5,-5,-2,6
Cc1nc2ccccn2c1C(=O)c1ccccc1,-6,0,0,-4,0.0,-12,5,4,8,10
CC(C)(C)c1ccc(C(=O)NC(CC(=O)O)c2ccc(OC3CCCC3)cc2)cc1 (stereo unspecified),9,-18,4,-10,-0.4,-5,-11,8,5,-1
COc1cccc(N)c1,12,1,-4,-2,-0.3,-1,5,4,-3,-5
CSc1cccc(NC(=S)N(CCN(C)C)C(C)c2ccccn2)c1 (stereo unspecified),-7,1,-2,5,0.0,-6,-4,1,-4,-4
COc1cccc(C2CC(c3cccs3)=NN2C(=S)Nc2ccccc2)c1OC (stereo unspecified),14,11,1,5,-5.4,-14,-36,-34,-3,-5
Cn1sc(=O)c2cc(S(=O)(=O)NC3CC3)ccc21,2,3,2,-6,0.4,-7,-23,-12,-2,-7
CSc1nc2ccc3nc(NC(=O)C4COc5ccccc5O4)sc3c2s1 (stereo unspecified),7,-14,-1,-4,-0.8,1,3,1,9,9
O=C(CN1CCN(c2ccc(F)cc2)CC1)Nc1ccccc1,2,1,-1,-7,0.3,4,-4,-12,2,20
CCC(=O)NCCCCCCCCCNC(=O)CC,-3,6,2,-8,-0.2,1,3,3,-1,0
CC(C)CNC(=O)C(=O)N/N=C/c1cccs1,-9,11,1,7,-0.5,5,-2,3,3,-11

# Copied from the list.
# ARFGAP1 inh result of `O=C(CN1CCN(c2ccc(F)cc2)CC1)Nc1ccccc1` → 2
# UHRF1 binding result of `COc1cccc(C2CC(c3cccs3)=NN2C(=S)Nc2ccccc2)c1OC` (stereo unspecified) → 1
# PLC-gamma1 inh result of `Cc1nc2ccccn2c1C(=O)c1ccccc1` → 4

# The list continues:
SMILES,ARFGAP1 inh,HGIII-sPLA2 inh,UHRF1 binding,DDE Tn7 FP inh,proKLK7 act,DDE Tn6 FP inh,PLCb3 inh,PLC-gamma1 inh,Rev-erbA mod,ASAP1 GAP inh
Cc1ccc2nc(NC(=O)/C=C/c3ccc4c(c3)OCO4)sc2c1,-6,15,5,5,-0.3,0,-9,-6,0,-2
CCN(CC)c1ccc(S(=O)(=O)N2CCOCC2)cc1NC(=O)COC(=O)c1ccco1,-1,0,4,-1,0.8,-2,-10,1,-1,-1
CCN(CC(=O)Nc1ccccc1OC)C(=O)c1ccccc1Sc1ccccc1C#N,2,8,3,0,-0.2,-1,-6,2,-1,-2
CCC(=O)Oc1c(S(=O)(=O)c2ccc(C)cc2)c(C)nn1C(C)(C)C,15,-3,-2,-3,0.2,-9,-7,1,-3,-13
CC(C)Nc1ncnc2c1ncn2[C@H]1CN(Cc2ccco2)C[C@@H](CO)O1,6,-2,0,-1,0.0,-6,1,-1,0,3
CCc1c(O)nc(SCC(=O)NC(C)(C)C)n(-c2ccccc2)c1=O,3,4,2,-3,0.4,-1,-4,6,-4,2
COc1ccc(N(C)C(=O)c2cc3c(Cl)nc4ccccc4c3s2)cc1,1,3,-2,-2,-0.2,-2,-1,0,5,-7
Cc1ccc(N2CC(C(=O)OCC(=O)Nc3ccc(Cl)cc3)CC2=O)cc1 (stereo unspecified),-5,-1,1,4,1.0,-5,-7,4,0,9
O=C(CCn1c(=O)oc2ccccc21)NCCCN1CCOCC1,8,0,0,0,-0.1,-10,-7,0,5,2
CC1C=CCC2C(=O)N(c3ccc(Cl)cc3O)C(=O)C12 (stereo unspecified),-2,-10,-4,4,-0.1,2,1,0,-3,-5
CC(O)(c1cccs1)C(C(=O)O)c1ccccc1 (stereo unspecified),-10,4,-2,6,-0.1,0,2,-2,-4,-8
O=C(O)CCCCCNS(=O)(=O)c1cccc2c1C(=O)c1ccccc1C2=O,5,1,0,4,0.2,-2,-2,1,6,-15
CCCNC(=O)c1cc2cc([N+](=O)[O-])ccc2s1,5,-1,2,0,0.5,-6,-2,1,·,6
O=C(COc1ccccc1Cl)Nc1nc(-c2cccs2)cs1,3,-16,0,-2,1.1,2,-6,-6,7,-5
CC1(N(O)C=C2C=CC(=O)C=C2)CCCCC1=O (stereo unspecified),-9,4,-2,-5,-0.1,-3,-5,2,2,4
COc1ccc(OC)c(NC(=O)C2(C)CCN2CCc2ccccc2)c1 (stereo unspecified),7,-11,0,1,0.6,0,-2,2,5,-16
COc1cccc(C(=O)NCC(=O)N/N=C/c2c(C)[nH]c3ccccc23)c1,-1,-6,2,7,0.0,-2,-9,5,13,4
CCOc1ccc(N=Nc2c(=O)[nH]n3c(=O)c4c([nH]c23)CCCC4)cc1,-1,17,-7,2,-0.1,1,0,2,18,10
N#C/C(=C\c1ccc(Cl)cc1)c1nc(-c2ccco2)cs1,4,6,3,1,-0.1,2,-5,-4,4,16
COc1ccccc1CN1CC(C(=O)NCc2cc(C(C)C)no2)CCC1=O (stereo unspecified),-7,4,1,-7,-0.5,4,-7,0,-4,-8
CC(C)c1nc(CN2CCCCC2)cc(=O)[nH]1,-4,4,0,-1,-0.3,7,1,3,-1,-6
Cc1ccc(NC(=O)C2CCN(S(=O)(=O)c3ccc4c(c3)NC(=O)CO4)CC2)cc1C,7,-17,2,4,0.2,9,-5,1,8,-3
CN(CC(=O)Nc1cc(C(F)(F)F)ccc1-n1cncn1)Cc1ccccc1N1CCOCC1,1,-2,0,-5,1.3,0,-7,-1,3,1
Cc1cc(C)n2c(SCC(=O)Nc3cccc(S(N)(=O)=O)c3)nnc2n1,11,-3,0,1,0.4,-5,-2,2,-2,-2
COc1ccc(C=O)cc1CSc1nnc(COc2cccc3cccnc23)o1,10,6,-2,0,0.1,5,-4,-5,-2,-3
CC(C)(C)NC(=O)C(c1ccc(F)cc1)N(Cc1ccco1)C(=O)CCC(=O)Nc1ccccn1 (stereo unspecified),-11,-7,0,4,0.0,-1,-2,0,-2,12
Cc1onc(-c2ccccc2Cl)c1C(=O)Nc1ccccc1O,-5,-13,-4,-4,0.4,-7,-1,8,2,-3
COc1cccc(C2CC(c3c(F)cccc3Cl)n3nc(N)nc3N2)c1 (stereo unspecified),-2,1,-1,1,-0.9,8,2,0,-3,-10
COc1ccc(N(CC(=O)N/N=C/c2ccc(OC)c(OC)c2)S(=O)(=O)c2ccccc2)cc1,6,9,-1,-5,0.2,-9,-7,1,-8,6
CCCCC(=O)Nc1ccc(NC(=O)c2ccc([N+](=O)[O-])cc2Cl)cc1OC,4,8,2,0,0.7,2,3,-1,-1,-6
Cc1ccc(NC(=O)CSCc2cc(=O)n3cc(C)sc3n2)cc1,9,6,-1,1,0.0,4,-7,0,-2,3
COc1cccc2cc(-c3cc(=O)oc4ccc(OCC(C)=O)cc34)oc12,10,-5,1,-5,-1.4,1,-85,-56,-2,-4
COc1ccc(OC)c(S(=O)(=O)N2CCC(C(=O)NCCc3ccccc3)CC2)c1,7,-3,1,-8,0.7,3,1,3,-2,1
O=[N+]([O-])c1cccc(-c2c[n+]3c(n2-c2ccccc2)SCC3)c1,-2,2,3,-10,-0.5,0,1,0,-2,5
CC(C)(O)C#Cc1ccc([C@@H]2C[C@H]3CN(c4ccccc4)C(=O)[C@]34CCCN24)s1,-7,-7,-4,-4,0.3,-6,-18,-15,0,-12
Cc1c(C(=O)NCc2cccc([N+](=O)[O-])c2)sc(=O)n1Cc1ccc(C(C)C)cc1,7,-18,-1,-5,0.1,-2,-2,-2,7,5
Cc1cccc(NC(=O)c2cc([N+](=O)[O-])ccc2N2CCOCC2)c1C,3,7,-1,2,0.2,-8,0,4,-3,-2
O=C(NCc1ccncc1)C(=O)NCC(c1ccco1)N1CCN(c2ccc(F)cc2)CC1 (stereo unspecified),1,-4,-3,2,-0.9,-5,2,2,-5,-9
O=C(N[C@@H](c1ccccc1)[C@H](O)c1ccccc1)[C@@H]1CCCN1C(=O)OCc1ccccc1,-7,-1,3,-2,0.4,7,1,3,3,8
OC(COCC1COc2ccccc2O1)CN1CCN(c2ccc(F)cc2)CC1 (stereo unspecified),5,4,20,5,-0.2,2,0,-4,-1,-3
CC(=O)N1c2ccc(S(=O)(=O)N3CCC(C(=O)NC(C)c4ccccc4)CC3)cc2CC1C (stereo unspecified),-3,7,4,-5,-0.3,6,3,3,3,4
Cc1ccnc(NC(=O)C2CCN(S(=O)(=O)c3ccc(Cl)c(C(F)(F)F)c3)CC2)c1,-3,3,4,3,0.2,5,-10,-2,3,-5
NC(=O)c1cccc2c1C(=O)N(C1CCCCC1)C2,1,-6,0,-9,0.2,-1,1,-3,1,-3
Cc1cc(C)n2nc(CNS(=O)(=O)c3ccc(C)c(C)c3)nc2n1,-8,-2,-1,-1,-0.2,1,-2,1,8,4
CN(c1cccnc1)c1ccc(NC(=O)CCc2c[nH]c3ccccc23)cc1Br,2,-16,-2,2,-0.2,-7,-23,-16,-4,13
Cc1cc(C)cc(C(=O)OCCN(C)C2CN(Cc3cn(Cc4ccc([N+](=O)[O-])cc4)nn3)S(=O)(=O)C2)c1 (stereo unspecified),·,-9,6,4,0.5,0,2,-1,-6,·
Cc1c(NC(=O)CSc2nnc(-c3ccncc3)o2)c(=O)n(-c2ccccc2)n1C,5,8,3,1,0.3,-3,-8,2,1,-6
COc1ccc(/C=C/C2=NC(=C\N(C)C)/C(=O)O2)cc1,9,-4,1,3,3.7,-6,-94,-78,-4,-5
COCCN(C(=O)CSc1ccc2c(c1)OCCO2)c1c(N)n(CC(C)C)c(=O)[nH]c1=O,-1,13,2,4,-0.4,-3,-4,4,5,-6
O=C(Nc1cccc(-c2cn3ccccc3n2)c1)c1cccc(Cl)c1,9,-19,3,-2,-1.1,-1,1,7,1,-15
O=C(OCc1cccc([N+](=O)[O-])c1)c1cccnc1,-2,-1,-1,-3,0.4,4,2,1,-6,4

# Exported as labelled records: part of the list above
NC(=O)c1cccc2c1C(=O)N(C1CCCCC1)C2
  ARFGAP1 inh: 1	HGIII-sPLA2 inh: -6	UHRF1 binding: 0	DDE Tn7 FP inh: -9	proKLK7 act: 0.2	DDE Tn6 FP inh: -1	PLCb3 inh: 1	PLC-gamma1 inh: -3	Rev-erbA mod: 1	ASAP1 GAP inh: -3
Cc1cc(C)n2nc(CNS(=O)(=O)c3ccc(C)c(C)c3)nc2n1
  ARFGAP1 inh: -8	HGIII-sPLA2 inh: -2	UHRF1 binding: -1	DDE Tn7 FP inh: -1	proKLK7 act: -0.2	DDE Tn6 FP inh: 1	PLCb3 inh: -2	PLC-gamma1 inh: 1	Rev-erbA mod: 8	ASAP1 GAP inh: 4
